Compound activity from PubChem BioAssay.
EBNA-1 inh: EBNA-1 DNA-binding inhibitors, primary screen, biochemical, fluorescence polarization; inhibition, % at 14.8 µM; 300,000 compounds, 0.34% hits; AID 1950, 2009; in the data active = inhibition above about 28%
PAFAH1B3 FP inh: PAFAH1B3 enzyme inhibitors, primary screen, biochemical, fluorescence polarization, human. Platelet-activating factor acetylhydrolase IB subunit alpha1 (Homo sapiens), Q15102. recombinant PAFAH1B3, FP-rhodamine probe. inhibition, % at 3.39 µM. 340,000 compounds, 0.28% hits. AID 492972, 2010;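 active = inhibition above the screen-wide average of all tested compounds plus 3 SD, cut at about 25% in these data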;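 also: 0% = enzyme with DMSO only and 100% = wells lacking PAFAH1B3 protein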
PAFAH2 inh: PAFAH2 enzyme inhibitors, primary screen, biochemical, fluorescence polarization, human | Platelet-activating factor acetylhydrolase 2, cytoplasmic (Homo sapiens), Q99487 | recombinant PAFAH2, FP-rhodamine activity probe | inhibition, % at 3.39 µM | 340,000 compounds, 0.99% hits;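 active = inhibition above the mean over all tested compounds plus 3 SD, cut at about 30% in these data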;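 also: inhibitors block probe labeling of enzyme so polarization drops; 0% = enzyme with DMSO and 100% = wells lacking PAFAH2 protein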
LYPLA2 counter: LYPLA2 inhibitors, primary screen, counter-screen for PME1 inhibitor project, biochemical, fluorescence polarization, FP-Rh probe ABPP; Acyl-protein thioesterase 2 (Homo sapiens), O95372; recombinant LYPLA2; inhibition, % at 5.9 µM; 320,000 compounds, 0.38% hits;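 active = inhibition above the screen-wide mean plus 3 SD, limit set per campaign, cut at about 26% in these data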;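 also: 0% = LYPLA2 with DMSO and 100% = wells lacking LYPLA2 enzyme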
Target sequence (O95372 whole entry, looked up): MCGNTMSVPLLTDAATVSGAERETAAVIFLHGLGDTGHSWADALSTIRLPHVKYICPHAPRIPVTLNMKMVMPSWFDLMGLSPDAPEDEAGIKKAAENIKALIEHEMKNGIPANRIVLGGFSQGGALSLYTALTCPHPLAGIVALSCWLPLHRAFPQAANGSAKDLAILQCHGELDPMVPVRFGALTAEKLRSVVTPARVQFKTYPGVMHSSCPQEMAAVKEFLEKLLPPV
PAFAH1B2 FP inh: PAFAH1B2 enzyme inhibitors, primary screen, biochemical, fluorescence polarization, human | AID 492953, 2010 | 340,000 compounds, 1.2% hits | recombinant PAFAH1B2, FP-rhodamine activity probe | inhibition, % at 3.39 µM;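 active = inhibition above the mean of all tested compounds plus 3 SD, cut at about 24% in these data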;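 also: 0% = enzyme with DMSO and 100% = wells lacking PAFAH1B2; many of its hits are not listed in these tables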
pPAFAH inh: pPAFAH enzyme inhibitors, primary screen, biochemical, fluorescence polarization, human; 330,000 compounds, 1.5% hits; Platelet-activating factor acetylhydrolase (Homo sapiens), Q13093; AID 463082, 2010; inhibition, % at 3.39 µM; recombinant pPAFAH, FP-rhodamine probe fluorescence polarization;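 active = inhibition above the mean inhibition across the screen plus 3 SD, cut at about 25% in these data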;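 also: inhibitors block binding of the rhodamine activity-based probe so polarization drops; 0% = enzyme with DMSO and 100% = wells lacking pPAFAH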
LYPLA1 inh: LYPLA1 inhibitors, primary screen, counter-screen for PME1 inhibitor project, biochemical, fluorescence polarization, FP-Rh probe ABPP | inhibition, % at 5.9 µM | Acyl-protein thioesterase 1 (Homo sapiens), O75608 | recombinant LYPLA1 | 320,000 compounds, 0.16% hits | AID 2174, 2009;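 active = inhibition above the mean of all tested compounds plus 3 SD, set per campaign, cut at about 14% in these data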;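 also: inhibitors block serine hydrolase probe labeling of LYPLA1 so polarization falls; 0% = enzyme with DMSO and 100% = wells lacking LYPLA1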
PREPL inhibitor: PREPL enzyme inhibitors, primary screen, biochemical, fluorescence polarization; Prolyl endopeptidase-like (Homo sapiens), Q4J6C6; recombinant PREPL, fluorescence polarization activity-based probe; inhibition, % at 5.96 µM; 320,000 compounds, 0.68% hits; AID 2751, 2010; in the data active = inhibition above about 43%;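 also: 0% = enzyme with DMSO and 100% = wells lacking enzyme; many of its hits are not listed in these tables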
Target sequence (Q4J6C6 whole entry, looked up): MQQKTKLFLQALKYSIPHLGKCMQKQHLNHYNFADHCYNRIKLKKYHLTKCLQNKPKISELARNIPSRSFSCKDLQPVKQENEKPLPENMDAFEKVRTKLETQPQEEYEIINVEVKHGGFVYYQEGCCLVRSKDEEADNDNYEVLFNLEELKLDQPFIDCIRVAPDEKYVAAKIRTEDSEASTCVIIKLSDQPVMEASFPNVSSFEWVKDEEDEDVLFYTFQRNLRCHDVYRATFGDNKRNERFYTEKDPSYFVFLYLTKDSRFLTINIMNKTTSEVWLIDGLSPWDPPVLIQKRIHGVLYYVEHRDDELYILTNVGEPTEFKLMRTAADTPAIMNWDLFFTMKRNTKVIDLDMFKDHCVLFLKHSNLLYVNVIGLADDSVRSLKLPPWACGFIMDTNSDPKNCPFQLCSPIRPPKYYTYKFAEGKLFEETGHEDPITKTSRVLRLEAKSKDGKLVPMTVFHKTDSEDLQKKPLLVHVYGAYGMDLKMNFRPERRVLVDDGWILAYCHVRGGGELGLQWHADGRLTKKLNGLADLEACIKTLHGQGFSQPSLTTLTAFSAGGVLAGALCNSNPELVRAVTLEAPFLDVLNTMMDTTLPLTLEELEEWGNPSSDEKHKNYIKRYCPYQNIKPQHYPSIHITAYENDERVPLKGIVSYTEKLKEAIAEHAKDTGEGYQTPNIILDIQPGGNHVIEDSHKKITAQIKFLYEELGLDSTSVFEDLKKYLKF
ZTA counter: ZTA (EBV) inhibition in EBNA-1 counter-screen; P03206; inhibition, % at 11 µM; ZTA-DNA binding, fluorescence polarization; 320,000 compounds, 0.15% hits; in the data active = inhibition above about 33%
* = called active by the depositor; nt = not tested or not shown. This is a subset; count on the stated rates, not on these rows.

SMILES | EBNA-1 inh | PAFAH1B3 FP inh | PAFAH2 inh | LYPLA2 counter | PAFAH1B2 FP inh | pPAFAH inh | LYPLA1 inh | PREPL inhibitor | ZTA counter
CCN(C(=O)CSc1nc2ccccc2c(=O)n1-c1ccc(C)cc1)C1CCS(=O)(=O)C1 (configuration not stated) | -7 | 0 | 4 | -4 | -2 | -4 | -2 | 14 | 6
Cc1cc(=O)oc2cc(OC(=O)CCN3C(=O)c4ccccc4C3=O)ccc12 | -7 | -1 | 6 | -3 | 2 | 3 | -4 | 22 | 6
C[C@H](CO)N1C[C@H](C)[C@@H](CN(C)CC2CC2)Oc2c(NC(=O)Cc3ccccc3)cccc2C1=O | nt | 4 | 7 | nt | 0 | 1 | nt | 21 | nt
COc1ccc(-c2cc(C(=O)NC3=NCCS3)c3ccccc3n2)cc1OC | 4 | 1 | 2 | -3 | 3 | 0 | -3 | 3 | -7
COc1ccc(C(=O)/C=C/c2ccc(OC)c(O)c2)c(F)c1 | -4 | -1 | -5 | -2 | -1 | 7 | -1 | 5 | -7
Cn1cnnc1Sc1nc2ccccc2nc1NS(=O)(=O)c1ccccc1 | -5 | 5 | 3 | -5 | 4 | 6 | -2 | 12 | -17
COc1ccc(CC(=O)OCC(=O)NC(=O)NC(C)C)cc1 | 4 | 0 | 1 | 12 | 4 | 3 | 5 | -1 | -11
C/C(=N\Nc1ccc(Cl)c(C(=O)O)c1)c1cccc2ccccc12 | 2 | 6 | 14 | 2 | 6 | 15 | 3 | 9 | 1
Cc1ccc(-c2nnc(CSc3nnc(COc4cccc5ccccc45)n3-c3ccccc3)o2)cc1 | -1 | -5 | -11 | 2 | 0 | 2 | 0 | -35 | -7
CCC1(c2cccc(Cl)c2)NC(=O)N(Cc2cc(C(=O)OC)c(C)o2)C1=O (configuration not stated) | -6 | 0 | 0 | 4 | 0 | -1 | 1 | -14 | 10
Cc1ccc(NC(=O)C(Cc2ccccc2)n2cccc2)cc1 (configuration not stated) | 2 | 3 | 0 | -2 | 2 | -8 | -2 | -15 | 1
Cc1[nH]c2ccccc2c1C(=O)CN1CCCC(C)C1 (configuration not stated) | -7 | 4 | -7 | 0 | 0 | 5 | -4 | -7 | -21
O=C(c1cc(Cl)c(=O)n(Cc2ccc(Cl)cc2)c1)N1CCOCC1 | 9 | -4 | -8 | 4 | 2 | -2 | 1 | 0 | -1
CC(C)CN1CCN(Cc2cccc3ncccc23)CC1CCO (configuration not stated) | -2 | 9 | 0 | 4 | 2 | 5 | -1 | 1 | 3
CCOC(=O)C1=C(C)Nc2nnnn2C1c1ccccc1Cl (configuration not stated) | -6 | -1 | 5 | -5 | -3 | 1 | -1 | -3 | -15
N=c1n(CC(=O)c2cccs2)c2ccccc2n1Cc1ccccc1 | -7 | -1 | -1 | 0 | 2 | 3 | -2 | -35 | 16
CCC(CC)NC(=O)C1CC(=O)N(CCc2ccc(F)cc2)C1 (configuration not stated) | -8 | 1 | -4 | -2 | 0 | 3 | -1 | 12 | -4
CCCCCCCc1ccc(-c2ccc(O)cc2)nc1 | 10 | -6 | -3 | -12 | 2 | 10 | -6 | 4 | 14
NC(=O)C1(N2CCCCC2)CCN(C(=O)Nc2ccccc2C(F)(F)F)CC1 | 1 | nt | nt | -4 | nt | 4 | 1 | 4 | 2
COc1cc(C(=O)Nc2cc(C)ccn2)ccc1OCC(=O)N1CCOCC1 | -11 | 10 | 1 | 3 | -2 | -9 | -5 | -5 | 4
Cc1cc(C)c([N+](=O)[O-])cc1NCC(=O)N1CCN(c2ccccc2)CC1 | -12 | 4 | -4 | 2 | -2 | 1 | 2 | 21 | -12
CCCSc1ncnc2sc(C)c(C)c12 | 5 | -5 | -9 | -1 | -7 | -3 | -1 | 1 | 13
NNC(=O)c1sccc1OCc1ccc(Cl)cc1Cl | -22 | 1 | 13 | 0 | -1 | 1 | -6 | -7 | -8
C[C@H]1O[C@@H](n2cc(F)c(=O)[nH]c2=O)[C@H](O)[C@@H]1O | 3 | 4 | 2 | -3 | -2 | -6 | 0 | -2 | 1

Profiles, quoted from the list.
Results for `C[C@H]1O[C@@H](n2cc(F)c(=O)[nH]c2=O)[C@H](O)[C@@H]1O` : EBNA-1 inh: 3; PAFAH1B3 FP inh: 4; PAFAH2 inh: 2; LYPLA2 counter: -3; PAFAH1B2 FP inh: -2; pPAFAH inh: -6; LYPLA1 inh: 0; PREPL inhibitor: -2; ZTA counter: 1
Results for `N=c1n(CC(=O)c2cccs2)c2ccccc2n1Cc1ccccc1` : EBNA-1 inh: -7; PAFAH1B3 FP inh: -1; PAFAH2 inh: -1; LYPLA2 counter: 0; PAFAH1B2 FP inh: 2; pPAFAH inh: 3; LYPLA1 inh: -2; PREPL inhibitor: -35; ZTA counter: 16
Results for `CCOC(=O)C1=C(C)Nc2nnnn2C1c1ccccc1Cl` (configuration not stated) : EBNA-1 inh: -6; PAFAH1B3 FP inh: -1; PAFAH2 inh: 5; LYPLA2 counter: -5; PAFAH1B2 FP inh: -3; pPAFAH inh: 1; LYPLA1 inh: -1; PREPL inhibitor: -3; ZTA counter: -15

More entries follow.
SMILES | EBNA-1 inh | PAFAH1B3 FP inh | PAFAH2 inh | LYPLA2 counter | PAFAH1B2 FP inh | pPAFAH inh | LYPLA1 inh | PREPL inhibitor | ZTA counter
CCOc1cc(C2c3c(n[nH]c3C)C(=O)N2c2ccc(C)cc2)ccc1O (configuration not stated) | 2 | -1 | 3 | -6 | -1 | 5 | 2 | 4 | -12
COc1cccc(/C=N/NC(=O)N/N=C/c2cccc(OC)c2O)c1O | -6 | 8 | 11 | -8 | 2 | 7 | -4 | 25 | -11
CC1(c2nnc(-c3cccc(Cl)c3)o2)CC(c2ccccc2F)=NO1 (configuration not stated) | 1 | 2 | -2 | 0 | 4 | -5 | -3 | 5 | -1
CC(Oc1ccc(F)cc1)c1ccnc2nc(/N=C/N(C)C)nn12 (configuration not stated) | -9 | -1 | 1 | -6 | 7 | -1 | -4 | -1 | -1
O=C(Nc1nnc(C2CC2)s1)c1ccco1 | 9 | 2 | 4 | 5 | 5 | 5 | 0 | 2 | 11
COc1ccc(S(=O)(=O)N(C)CC(=O)NC2CCCC2)cc1Cl | -18 | 6 | -6 | -3 | 2 | -1 | -2 | -5 | 3
CC(=O)c1cc(C(=O)Nc2ccc(C(=O)O)cc2)oc1C | 0 | 1 | 1 | 0 | 8 | 5 | 1 | 4 | -11
COc1ccc2c(c1)CCN(C(=O)CCl)C2C1C(=O)CCCC1=O (configuration not stated) | -6 | 14 | 3 | -5 | 4 | -1 | -2 | 0 | -13
Cc1noc(C)c1-c1nc(CS(=O)(=O)c2ccc(Cl)cc2)no1 | 6 | 5 | 9 | 2 | 30* | -4 | 2 | 10 | -12
CC(=O)Oc1ccc(C(=O)Nc2ccc(S(=O)(=O)NCC3CCCO3)cc2)cc1 (configuration not stated) | -3 | 0 | -2 | 1 | 7 | 2 | -2 | -8 | 8
CC(C)C(C)NC(=O)COc1ncnc2ccccc12 (configuration not stated) | -5 | 3 | -5 | -7 | 7 | -2 | -3 | -7 | -3
COC(=O)C1=C(C)OC(N)=C(C#N)C1c1ccsc1 (configuration not stated) | 5 | 7 | -8 | 1 | 0 | 1 | -3 | -7 | 13

Next entries follow:
Field names: A = EBNA-1 inh; B = PAFAH1B3 FP inh; C = PAFAH2 inh; D = LYPLA2 counter; E = PAFAH1B2 FP inh; F = pPAFAH inh; G = LYPLA1 inh; H = PREPL inhibitor; I = ZTA counter
O=C(COC(=O)CSc1ccc(F)cc1)NNC(=O)c1ccc([N+](=O)[O-])cc1
  A: 11 | B: 10 | C: 3 | D: -1 | E: 20 | F: 21 | G: -4 | H: 11 | I: 0

O=C(Cc1n[nH]c(=O)c2ccccc12)OCC(=O)c1ccc(OC(F)F)cc1OC(F)F
  A: -3 | B: 0 | C: 5 | D: -2 | E: 3 | F: -1 | G: -2 | H: -9 | I: -5

CCOc1ccc(N2CC(C(=O)Nc3ccc(S(=O)(=O)NCC4CCCO4)cc3)CC2=O)cc1 (configuration not stated)
  A: 10 | B: -4 | C: -2 | D: 1 | E: 9 | F: 7 | G: -3 | H: 11 | I: 2

CCOC(=O)N1CCC(NC(=O)c2cc3cc4cc(OC)ccc4nc3o2)CC1
  A: 0 | B: 3 | C: 2 | D: 35* | E: -2 | F: 8 | G: 9 | H: 1 | I: 11

CCc1ccc(N(CC(=O)NCc2cccnc2)S(=O)(=O)c2ccccc2)cc1
  A: -9 | B: 8 | C: 4 | D: 5 | E: 0 | F: -3 | G: 3 | H: -123 | I: -17

Cc1cccc(-n2c(SCC(=O)NCc3ccc4c(c3)OCO4)nc3ccccc3c2=O)c1
  A: -4 | B: 11 | C: 9 | D: -9 | E: 1 | F: 8 | G: -5 | H: 9 | I: -1

Cc1c(C2(O)C(=O)Nc3ccc(F)cc32)c(=O)n(-c2ccccc2)n1C (configuration not stated)
  A: 10 | B: 4 | C: -4 | D: 4 | E: 4 | F: 3 | G: 1 | H: 6 | I: -8

COc1ccc(OC)c(-c2nnc3n2N=C(c2ccc(OC)c(OCC4CC4)c2)CS3)c1
  A: nt | B: 21 | C: 17 | D: nt | E: 12 | F: 12 | G: nt | H: 13 | I: nt

CN(C)S(=O)(=O)n1cnc(-c2ccccc2)c1-c1ccccc1
  A: -3 | B: -10 | C: 6 | D: 1 | E: 5 | F: 0 | G: -1 | H: 2 | I: 6

O=c1cc(-c2ccccc2)nc(N2CCN(Cc3ccccc3)CC2)[nH]1
  A: 4 | B: 2 | C: -6 | D: 0 | E: 1 | F: 6 | G: -3 | H: -4 | I: 6

Cc1nn(Cc2ccc(Cl)cc2)c(C)c1NC(=O)c1noc2c1CCc1ccccc1-2
  A: 7 | B: 7 | C: -4 | D: 5 | E: -4 | F: 3 | G: 0 | H: -11 | I: 18

CC(/C=C/c1ccccc1)=N/O
  A: -13 | B: 11 | C: 4 | D: 3 | E: 1 | F: -2 | G: 0 | H: 4 | I: -7

5 entries already listed, sorted by SMILES length, low to high:
Field names: A = EBNA-1 inh; B = PAFAH1B3 FP inh; C = PAFAH2 inh; D = LYPLA2 counter; E = PAFAH1B2 FP inh; F = pPAFAH inh; G = LYPLA1 inh; H = PREPL inhibitor; I = ZTA counter
CC(/C=C/c1ccccc1)=N/O
  A: -13 | B: 11 | C: 4 | D: 3 | E: 1 | F: -2 | G: 0 | H: 4 | I: -7

CCc1ccc(N(CC(=O)NCc2cccnc2)S(=O)(=O)c2ccccc2)cc1
  A: -9 | B: 8 | C: 4 | D: 5 | E: 0 | F: -3 | G: 3 | H: -123 | I: -17

Cc1c(C2(O)C(=O)Nc3ccc(F)cc32)c(=O)n(-c2ccccc2)n1C (configuration not stated)
  A: 10 | B: 4 | C: -4 | D: 4 | E: 4 | F: 3 | G: 1 | H: 6 | I: -8

Cc1nn(Cc2ccc(Cl)cc2)c(C)c1NC(=O)c1noc2c1CCc1ccccc1-2
  A: 7 | B: 7 | C: -4 | D: 5 | E: -4 | F: 3 | G: 0 | H: -11 | I: 18

O=C(COC(=O)CSc1ccc(F)cc1)NNC(=O)c1ccc([N+](=O)[O-])cc1
  A: 11 | B: 10 | C: 3 | D: -1 | E: 20 | F: 21 | G: -4 | H: 11 | I: 0
